# Nrf2 inh = blocks Nrf2 signaling. A549 ARE-Fluc reporter, luciferase luminescence, 18-24 h. Potency, µM (highest dose often 46 µM), for the others: at the highest dose activity change, negative = inhibition, actives largely listed as inhibitors. 360,000 compounds, 2.1% hits; also: potency is read from the fitted curve at half-maximal effect; % is scaled to controls: 0 for no effect and ±100 for the full control effect; nearly all actives have a fitted effect of over 60% in size
#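 Quantitative HTS in A549 cells stably bearing an antioxidant response element-firefly luciferase construct. Inhibition of Nrf2-driven transcription was scored by luminescence after 18-24 h of compound exposure at 37 °C.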
# ATXN viability = reduces viability in counter-screen for ATXN expression inhibitors; S2 cells (HEK-293 line with an ATXN2-luciferase reporter) viability, CellTiter-Fluor protease fluorescence, 24 h; AID 651635; 400,000 compounds, 0.49% hits; Potency, µM (top dose mostly 56.7 µM), usual class: cytotoxic; also: potency is read from the fitted curve at half-maximal effect; nearly all actives have a fitted effect of over 40% in size
# IL-1B inflam inh = inflammasome signaling inhibition, IL-1 beta readout; THP-1 LPS/ATP IL-1B secretion, AlphaLISA, 16 h; stronger effect = lower value; activity change, % at 57.5 µM; 360,000 compounds, 4.7% hits; in the data active = activity change below about -50%; inconclusive = mostly about -30% to -49%; also: % is scaled to controls: 0 for no effect and ±100 for the full control effect
#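 Secreted IL-1B measured by AlphaLISA bead assay after 16 h compound exposure of THP-1 cells; compounds (final up to 57.5 uM) added 1 h before LPS (250 ng/mL) and ATP (1.25 mM) stimulation; lower signal means less secretion.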
# MCF10A rereplic = DNA re-replication induction in MCF 10a cells; Potency, µM (top dose mostly 46.1 µM), inactives show top-dose activity, positive = re-replication, actives largely listed as activators; AID 624296; MCF 10A DNA re-replication, Hoechst nuclear intensity, 48 h; 350,000 compounds, 2.9% hits; also: potency is read from the fitted curve at half-maximal effect; % of control where 0% means no effect; nearly all actives have a fitted effect of over 50% in size
# Nrf2 ARE act = activators of Nrf2 (ARE) signaling | AREc32 ARE-luciferase reporter (MCF7-derived line), luminescence, 24 h | 410,000 compounds, 0.31% hits | Potency, µM (doses to about 46.1 µM), for the others: at the top dose activation, hits mostly activators; also: potency is read from the fitted curve at half-maximal effect; % of control where 0% means no effect; nearly all actives have a fitted effect of over 65% in size
#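 AREc32 cells carrying an ARE-driven firefly luciferase reporter were seeded at 1000 cells/well in OPTI-MEM with 5% FBS, then exposed to compound for 24 hr at 37 deg C. Luminescence was read with Steady-Glo after 30 min at RT.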
# HepG2 viability = HepG2 cytotoxicity, counter-screen for TGF-b inhibitors | HepG2 CAGA-GFP viability, ATP luminescence, 18 h | Potency, µM (series often up to 46.1 µM), inactives show at the highest dose activity change, negative = cytotoxicity, most hits filed as cytotoxic | 410,000 compounds, 0.76% hits | AID 588856; also: potency is read from the fitted curve at half-maximal effect; some results filed as inactive show a strong effect at the top dose
#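 CellTiter-Glo luminescence gave cytotoxicity after 18 hours at 37 degrees C. The cells were HepG2 CAGA-GFP in 1% FBS DMEM, stimulated with 500 pg/mL TGF-beta after compound addition. %Activity was normalised to no-cell wells (complete cell-killing) and DMSO (no toxicity), and curves were fitted and classified.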
# A549 viability = counter-screen for Nrf2 inhibitors: cytotoxicity in A549 cells; A549 ARE-Fluc cells, CellTiter-Fluor viability, 18-24 h; Potency, µM (titrated, usually from 46 µM), for inactives: top-dose activity change, negative = cytotoxicity, actives largely listed as inhibitors; 390,000 compounds, 0.16% hits; also: potency is read from the fitted curve at half-maximal effect; % is scaled to controls: 0 for no effect and ±100 for the full control effect
#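 Cytotoxicity counterscreen: CellTiter-Fluor fluorescence was measured in A549 ARE_Fluc cells after 18-24 h of compound exposure in a concentration series. The subsequent BugLite luminescent read reports ARE-luciferase activity.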
# TGFb inhibitor = blocks TGF-b signaling; HepG2 CAGA-GFP TGF-b/SMAD3 reporter, GFP fluorescence, 18 h; TGF-beta stimulated, 500 pg/mL final; Potency, µM (highest dose often 46.1 µM), inactives show at the highest dose activity, negative = inhibition, usual class: inhibitors; 410,000 compounds, 1.2% hits; also: potency is read from the fitted curve at half-maximal effect; % is scaled to controls: 0 for no effect and ±100 for the full control effect; nearly all actives have a fitted effect of over 65% in size
#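 HEPG2 CAGA-GFP cells (1000/well, DMEM with 1% FBS) were pre-incubated 2 h at 37 degrees C, given compound by pin tool, then stimulated with TGF-beta at 500 pg/mL final for 18 h before per-cell GFP fluorescence imaging.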
# ATXN2 expr inh = reduces ATXN2 reporter expression in HEK-293 cells. HEK-293 ATXN2-luciferase reporter, luminescence, 24 h. 360,000 compounds, 0.72% hits. Potency, µM (top dose mostly 57 µM), inactives show at the top dose activity change, negative = inhibition, usual class: inhibitors; also: potency is read from the fitted curve at half-maximal effect; % is scaled to controls: 0 for no effect and ±100 for the full control effect; nearly all actives have a fitted effect of over 55% in size
#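 qHTS (up to 57 uM final) was run with 24 h compound exposure of reporter cells at 37 °C. Each well was multiplexed: SteadyGlo luminescence measured ATXN2-luciferase expression after a fluorogenic Gly-Phe-AFC viability readout (25 uM final).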
# Starred values were filed as active, the others as inactive; i = inactive; ? = inconclusive; . = not tested or not shown; & = joins results of further samples; [ ] = dose if it differs, or a comment. Unless noted, calls follow the shape of the dose curve; as a rule, active = well fitted curve in the direction sought with a large enough effect; inconclusive = small, poorly fitted or top-dose-only effect, or another doubt; inactive = no such curve, though single readings can be large; an effect the other way counts as inactive or inconclusive.
# Order of values – MCF10A rereplic	ATXN2 expr inh	HepG2 viability	IL-1B inflam inh	ATXN viability	A549 viability	Nrf2 ARE act	Nrf2 inh	TGFb inhibitor
CC1(c2ccc(Cl)cc2)NC(=O)N(CC(=O)c2ccc3c(c2)OCO3)C1=O (stereo not given)
 : -4%	-4%	-6%	0	i	-2%	-0.9%	2%	-66%
N#Cc1c(-c2ccccc2)cc(-c2cccs2)nc1SCC(=O)O
 : 29%	-23%	-10%	0	i	3%	20%	-4%	-24%
COc1cc(NS(=O)(=O)c2ccc3c(c2)NC(=O)CO3)cc(OC)c1
 : -11%	-9%	-5%	6	i	-1%	-0.5%	1%	-2%
N=c1n(CC(=O)c2cccs2)c2ccccc2n1Cc1ccccc1
 : 2%	-10%	-50%	-7	i	10%	-0.4%	5%	-1%
Cc1ccc(S(=O)(=O)N(Cc2nccn2C)C(C)C)cc1
 : -1%	10%	2%	7	i	.	-0.4%	5%	-17%
N#CCC(=O)Nc1nc(-c2ccc3c(c2)OCCO3)cs1
 : 23µM*	.	-2%	-4	?	0%	0.4%	?	-8%
CC(C)C[C@H]1CN(CCCC[C@@H]2CNC(=O)C(=O)N2Cc2ccccc2)C(=O)C(=O)N1CCC1CCCCC1
 : .	8%	.	?	?	.	3.0%	.	.
O=C(NCc1cccc(Cl)c1)c1ccc(NC(=O)N2CCSc3ccccc32)cc1
 : .	7%	-3%	.	i	-3%	0.3%	?	-8%
Cc1cccc(NC(=O)c2ccc(S(=O)(=O)N3CCOCC3)cc2)c1C
 : -1%	-16%	-3%	0	i	0%	0.7%	-14%	?
COc1ccc(OCc2nnc(SCC(=O)Nc3ccccc3F)o2)cc1
 : -22%	1%	12%	12	i	0%	-0.2%	7%	35%[activator]
Cc1cc(C(=O)N/N=C/c2ccc([N+](=O)[O-])cc2)c2ccccc2n1
 : ?	?	54%	13	i	8%	-0.4%	-28%	0%
Cc1cc(C)c2c(N=CN(C)C)c(C(=O)N3CCN(c4ncccn4)CC3)sc2n1
 : 27%	6%	-22%	-10	i	-4%	0.2%	3%	-5%
O=C(NNC(=S)NC(=O)c1ccccc1Cl)c1cccc([N+](=O)[O-])c1
 : ?	-36%	-35%	66	i	-5%	-1.0%	-22%	-1%
Cc1ccc(Sc2cnc3ccccc3n2)cc1
 : -1%	71%[activator]	-35%	-5	i	0%	4.5%	?	0%
O=S(=O)(N1CCOCC1)N1CCCN(S(=O)(=O)N2CCOCC2)CC1
 : -1%	-5%	4%	11	i	-4%	-0.2%	.	-1%
O=C1N(c2cccc(Cl)c2)C(c2ccccc2)N2CCCN12 (stereo not given)
 : 9%	2%	1%	-5	i	8%	0.8%	?	-26%
CC(=O)c1ccccc1NC(=O)COC(=O)C1=NN(c2ccccc2)C(=O)CC1
 : -26%	1%	13%	23	i	1%	0.1%	-6%	10%
COC(=O)c1ccc(N2CCC(c3cc(-c4ccc(OC)cc4)n[nH]3)CC2)c([N+](=O)[O-])c1
 : 11%	-19%	-26%	-8	?	-30%	-0.4%	?	25%
NC(=O)CN1C(=O)C(=O)N(Cc2ccccc2Cl)C1=O
 : 3%	-3%	-38%	-18	i	0%	-0.2%	3%	-9%
CSCCC(NC(=O)C1CCC(C)CC1)C(=O)NCCN1CCC(C)CC1 (stereo not given)
 : 2%	-4%	-45%	-25	i	-4%	-0.6%	5%	-1%
N#Cc1cc(C(=O)c2ccccc2OCC(=O)Nc2ccccc2Cl)cn(C2CCCCC2)c1=O
 : 7%	-11%	-2%	-5	i	-5%	-0.2%	-24%	?
COc1ccc(C2C(C#N)=C(N)Oc3cc(C)[nH]c(=O)c32)c(OC)c1OC (stereo not given)
 : -3%	0%	0%	13	i	2%	-0.3%	4%	8%
Cc1ccc(NCC(=O)Nc2cccc(F)c2)cc1S(=O)(=O)N1CCCCCC1
 : -10%	-30%	-21%	-75*	i	-14%	-0.3%	?	?
Fc1ccc(-n2c(CN3CCCCC3)n[nH]c2=S)cc1
 : 17%	-1%	-2%	-3	i	8%	1.9%	10%	4%
O=C(COC(=O)c1cccc(-n2cnnn2)c1)c1ccc(Br)cc1
 : -7%	25%	5%	7	i	-3%	0.3%	16%	1%
Cc1cccc(-n2c(SCc3nc(-c4ccccc4C)no3)nnc2-c2ccccc2)c1
 : .	7%	5%	.	i	-1%	-1.3%	21%	34%
CC(C)c1cc(C(=O)NCc2ccc(F)cc2)no1
 : .	.	-3%	.	.	-6%	0.2%	?	.
O=S1(=O)N=C(N2CCCC2)c2ccccc21
 : 1%	13%	16%	2	i	-4%	-0.2%	?	-4%
COCCCNC(=O)CN(c1ccc(OC)cc1)S(=O)(=O)c1ccc(NC(C)=O)cc1
 : -181%[0.0737 µM]	-3%	11%	2	i	-1%	-0.1%	5%	4%
Cc1ccc2nc(CCCc3nc4ccc(C)cc4[nH]3)[nH]c2c1
 : -1%	-18%	-12%	-19	i	6%	-0.4%	?	-6%
C/C(Cl)=C/Cn1c(SCC(C)C)nc2c1c(=O)[nH]c(=O)n2C
 : -2%	-9%	16%	21	?	3%	-0.7%	.	7%
CC(=O)c1ccc(O)c(CC=C(C)C)c1O
 : -4%	1%	-4%	-2	i	-1%	0.3%	0%	7%
CCN(C(=O)CN(C)Cc1cccc(Cl)c1Cl)c1c(N)n(Cc2ccccc2)c(=O)[nH]c1=O
 : 6%	7%	-5%	-7	i	-15%	2.4%	-9%	?
O=C(O)c1ccc(CSC2CCCCC2)cc1
 : -1%	-3%	-10%	27	i	-10%	-0.5%	-2%	0%
CCCCNC(=O)CC1N=C2c3ccccc3N=C(SCC(=O)Nc3ccccc3OC)N2C1=O (stereo not given)
 : 2%	7%	8%	-2	i	-23%	0.1%	18µM*	-22%
COc1ccc(NC(=O)C/C(C)=N/NC(=O)c2ccco2)c([N+](=O)[O-])c1
 : 4%	16%	4%	0	i	-13%	14%	-5%	8%
Clc1ccc(-c2nc(-c3cc4cc(Cl)ccc4o3)cs2)cc1
 : 5%	-39%	52%	5	i	13%	8.9%	10%	38%[activator]
O=C(O)C1=C[C@@H](C2CC2)C[C@@H](OCc2ccc(CO)cc2)O1
 : ?	1%	2%	25	i	-6%	-0.2%	-11%	-7%
O=C(c1cccnc1)N1CCN(S(=O)(=O)c2ccc(F)cc2)CC1
 : -36%[inhibitor]	-15%	1%	15	i	2%	0.3%	-1%	-17%
CCCCc1nn2c(=O)cc(COC(=O)c3ccccc3NC(=O)C(C)(C)C)nc2s1
 : .	3%	3%	.	i	14%	3.0%	.	19%
COc1ccc(CCNC(=O)CCS(=O)(=O)c2ccc(Br)cc2)cc1OC
 : 4%	.	-9%	17	?	0%	-0.1%	-20%	2%
Cc1cc(F)ccc1NC(=O)Cn1c(=O)ccc2cc(S(=O)(=O)N3CCC(C)CC3)ccc21
 : .	-2%	-7%	.	i	-4%	3.2%	.	-3%
C/C=C/c1cccc(-c2nc(C(=O)NC3Cc4ccccc4C3)cc3c2[C@@H](CCO)N(C(C)=O)C3)c1
 : .	?	.	-57*	?	.	-1.3%	.	.
COc1ccc(S(=O)(=O)N2CCC(C(=O)NCCC(=O)NCc3ccccc3OC)CC2)cc1
 : 1%	6%	-8%	4	i	-10%	-0.1%	11%	0%
COc1cc(CN2CCC(n3nccc3NC(=O)C3CC3)CC2)cc(OC)c1
 : 8%	-11%	-8%	6	i	3%	-0.2%	-2%	0%
Fc1ccc(/C=N/Nc2cc(N3CCOCC3)ncn2)cc1
 : 8%	31%[activator]	-11%	-27	i	7%	1.9%	10%	-5%
CCc1c(C(=O)NCc2ccccc2Cl)[nH]c(C)c1C(C)=O
 : ?	4%	-21%	30	i	-3%	5.3%	?	-7%
Cc1c(C)c2cc3c(c(C)c2oc1=O)OCN(CCc1ccccc1)C3
 : .	19%	-20%	.	.	0%	12%	14%	2%
Cn1cccc1CNC(=O)Nc1ccc(Cl)cc1
 : -2%	25%	2%	?	i	-10%	2.6%	?	-32%
Brc1[nH]nc2ccccc12
 : -11%	-3%	-2%	28	i	-1%	-0.2%	-15%	22%
COc1ccc(C2CC(=O)Oc3cc(C)cc(C)c32)cc1 (stereo not given)
 : 85%	1%	1%	10	i	13%	0.4%	?	-8%
CCCn1c(O)c(C=Nc2ccccc2)sc1=S
 : ?	25%	0%	-9	i	-16%	3.5%	?	4%
CC(C(=O)NCCc1ccccc1)N1c2cccc3cccc(c23)S1(=O)=O (stereo not given)
 : 1%	-10%	0%	-29	i	-1%	?	-16%	9%
Cc1ccccc1NC(=O)CN1C(=O)CCn2nc(-c3cccn3C)cc21
 : .	8%	-3%	.	i	-5%	0.7%	.	25%
COc1cc(-c2noc(C)c2C#Cc2ccc(N)cc2)cc(OC)c1OC
 : ?	1%	0%&3%	69	?	-13%	0.9%	17%	10µM*
CCOCCc1nn2c(=O)cc(COC(=O)CNC(=O)c3ccc(F)cc3)nc2s1
 : .	8%	2%	.	i	-2%	5.4%	?	-4%
O=C1/C(=C/c2cccs2)SC(=S)N1c1ccccc1
 : 13%	-5%	-24%	-14	?	?	2.2%	10µM*	0%
CC1(C)CC2(CCCN(CC(O)(c3ccccc3)c3ccccc3)C2)CCO1 (stereo not given)
 : 15%	-18%	6%	16	i	4%	-0.3%	-1%	-26%
O=C(Nc1ccc2c(c1)OCO2)c1ccc(Cl)nc1
 : -11%	27%	-30%	28	i	2%	5.7%	29%	-3%
O=C(CCNC(=O)c1ccccc1)OCN1C(=O)c2ccccc2C1=O
 : 3%	-4%	-19%	45	i	0%	0.5%	-3%	-1%
